Compound activity: PubChem, several laboratories
eIF4E 4G PPI: eIF4E–eIF4G protein interaction inhibitors, primary screen, biochemical, uHTS, TR-FRET, eIF4GI fragment. TR-FRET eIF4E-eIF4GI(517-606) binding, 2 h. inhibition, % at 21.7 µM. actives 0.37% (n = 220,000);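 active = inhibition above about 30%, limit read from the data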;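 also: 0% = full FRET control wells and 100% = background wells lacking eIF4GI fragment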
Target sequence (P63073 whole entry, looked up, the tested form may be a part): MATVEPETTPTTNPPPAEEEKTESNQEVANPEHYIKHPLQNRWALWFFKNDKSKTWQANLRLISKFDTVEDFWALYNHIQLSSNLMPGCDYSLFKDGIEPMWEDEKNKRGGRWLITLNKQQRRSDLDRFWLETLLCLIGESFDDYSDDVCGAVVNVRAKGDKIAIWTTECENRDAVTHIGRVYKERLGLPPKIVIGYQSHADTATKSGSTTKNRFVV
Target sequence (Q04637 whole entry, looked up, the tested form may be a part): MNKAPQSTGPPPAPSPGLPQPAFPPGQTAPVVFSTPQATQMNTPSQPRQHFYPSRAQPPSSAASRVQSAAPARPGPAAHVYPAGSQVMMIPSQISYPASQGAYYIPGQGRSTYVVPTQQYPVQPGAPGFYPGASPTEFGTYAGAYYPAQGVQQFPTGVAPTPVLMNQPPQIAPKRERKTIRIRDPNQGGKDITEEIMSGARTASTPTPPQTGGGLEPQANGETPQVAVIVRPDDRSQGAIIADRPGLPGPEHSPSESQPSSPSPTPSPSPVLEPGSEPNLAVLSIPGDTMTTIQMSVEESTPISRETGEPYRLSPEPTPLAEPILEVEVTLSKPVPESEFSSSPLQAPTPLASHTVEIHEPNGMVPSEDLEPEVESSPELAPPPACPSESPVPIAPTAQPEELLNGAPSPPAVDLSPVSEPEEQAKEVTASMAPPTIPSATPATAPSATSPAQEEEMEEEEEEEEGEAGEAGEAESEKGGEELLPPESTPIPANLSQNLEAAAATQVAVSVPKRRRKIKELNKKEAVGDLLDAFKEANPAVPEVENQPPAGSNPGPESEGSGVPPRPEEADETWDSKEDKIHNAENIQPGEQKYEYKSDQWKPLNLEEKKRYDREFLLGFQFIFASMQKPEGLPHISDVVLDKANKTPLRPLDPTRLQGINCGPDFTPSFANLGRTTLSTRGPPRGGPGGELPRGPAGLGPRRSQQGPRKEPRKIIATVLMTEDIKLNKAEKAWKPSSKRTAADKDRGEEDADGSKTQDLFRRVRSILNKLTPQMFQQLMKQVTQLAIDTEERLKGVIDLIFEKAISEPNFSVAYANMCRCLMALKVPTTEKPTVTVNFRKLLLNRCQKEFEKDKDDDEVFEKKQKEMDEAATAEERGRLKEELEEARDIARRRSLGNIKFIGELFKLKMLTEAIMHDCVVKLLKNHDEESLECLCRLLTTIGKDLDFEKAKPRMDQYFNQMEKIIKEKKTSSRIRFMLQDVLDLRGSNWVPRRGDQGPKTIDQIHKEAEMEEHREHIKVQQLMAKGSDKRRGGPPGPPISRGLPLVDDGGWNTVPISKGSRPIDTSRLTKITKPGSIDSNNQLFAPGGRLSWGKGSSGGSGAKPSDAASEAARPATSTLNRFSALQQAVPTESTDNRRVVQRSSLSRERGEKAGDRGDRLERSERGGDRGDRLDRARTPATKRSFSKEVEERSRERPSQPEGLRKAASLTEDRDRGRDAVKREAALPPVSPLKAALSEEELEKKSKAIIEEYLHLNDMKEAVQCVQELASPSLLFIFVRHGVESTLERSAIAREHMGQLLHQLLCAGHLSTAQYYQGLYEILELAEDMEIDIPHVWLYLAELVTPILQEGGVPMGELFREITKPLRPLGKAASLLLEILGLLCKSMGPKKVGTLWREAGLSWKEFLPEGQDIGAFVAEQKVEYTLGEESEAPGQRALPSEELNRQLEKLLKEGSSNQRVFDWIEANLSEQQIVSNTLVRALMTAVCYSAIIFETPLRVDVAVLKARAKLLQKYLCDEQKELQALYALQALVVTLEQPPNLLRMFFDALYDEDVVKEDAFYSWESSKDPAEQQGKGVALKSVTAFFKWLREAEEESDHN
S1P4 antag: S1P4 receptor antagonists, primary screen, cell-based; Sphingosine 1-phosphate receptor 4 (Homo sapiens), O95977; S1P4-expressing cells, antagonist mode, reporter read-out; inhibition, % at 4.98 µM; actives 0.26% (n = 220,000); in the data active = inhibition above about 29%;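 also: 0% = wells stimulated with agonist and 100% = vehicle wells without agonist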
EP2 mod: EP2 receptor modulators, cAMP readout, primary screen, cell-based, HTRF cAMP, PGE2 stimulation; actives 0.83% (n = 260,000); EP2-expressing cells, cAMP HTRF FRET, PGE2 co-stimulation; Prostaglandin E2 receptor EP2 subtype (Homo sapiens), P43116; induction, % at 25 µM;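 active = compounds whose cAMP rise, as percent of the full-agonist control response, exceeds 60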;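 also: rat C6 glioma line stably carrying human EP2 under a CMV promoter; the protocol text gives 20 µM as final concentration; 100% = response of wells given 1 µM PGE2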
NPY2 pot ag: NPY-Y2 potentiators or agonists, primary screen, cell-based | activation, % at 3.6 µM | cells expressing NPY-Y2, potentiator/agonist read-out | AID 1359, 2008 | actives 0.45% (n = 220,000) | Neuropeptide Y receptor type 2 (Homo sapiens), P49146; in the data active = activation above about 27%;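 also: cells stimulated with NPY near EC25 plus isoproterenol at EC100; 0% = vehicle plus submaximal agonist and 100% = vehicle plus saturating agonist; some results beyond the cut were filed as inactive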
NPY Y1 blocker: NPY-Y1 receptor antagonists, primary screen, cell-based; HEK293-CNG Y1 cells, membrane potential fluorescence; NPY at EC95, then isoproterenol; inhibition, % at 3.6 µM; actives 1% (n = 200,000); AID 1040, 2008;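 active = inhibition above the campaign mean inhibition of all tested compounds plus 3 SD, cut at about 20% in these data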;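 also: 0% = DMSO wells given NPY plus isoproterenol and 100% = isoproterenol alone without NPY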
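Material: HEK293 cells with Y1 receptor plus CNG channel; times: compound incubation 1 h at room temperature, readout 45 min post-stimulation; signal: fluorescence, membrane potential probe; read-out basis: fluorescence ratio normalized to % inhibition between controls; benchmarks: full-block control isoproterenol-only wells, zero-block control NPY plus isoproterenol wells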
PGE2 EP2 inh: human EP2 receptor antagonists, primary screen, TR-FRET cAMP, C6 glioma cells | Prostaglandin E2 receptor EP2 subtype (Homo sapiens), P43116 | C6 glioma cells expressing human EP2; cells stimulated with saturating PGE2 | inhibition, % at 25 µM | actives 0.52% (n = 260,000) | AID 1422, 2008;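 active = percent inhibition above 40 after rounding to a whole number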;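 also: rat C6 glioma host cells with rolipram phosphodiesterase inhibitor present; the protocol text gives 20 µM as final concentration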
p97 inhibitor: inhibitors of human p97 ATPase, primary screen, biochemical; recombinant p97 ATPase, Kinase-Glo ATP luminescence, 3 h; inhibition, % at 8 µM; actives 0.42% (n = 220,000); in the data active = inhibition above about 15%;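 also: 0% = DMSO vehicle and 100% = wells lacking enzyme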
NPY1 pot ag: NPY-Y1 receptor potentiators or agonists, primary screen, cell-based; Neuropeptide Y receptor type 1 (Homo sapiens), P25929; NPY-Y1 expressing cells, potentiator/agonist activation; activation, % at 3.6 µM; actives 0.37% (n = 220,000); AID 1304, 2008; in the data active = activation above about 33%, passing the limit was not always enough;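 also: cells stimulated with NPY at EC10 then isoproterenol at EC100; 0% = low agonist plus stimulus and 100% = saturating agonist plus stimulus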
S1P4 ag: S1P4 receptor agonists, primary screen, cell-based | activation, % at 4.98 µM | actives 0.35% (n = 220,000) | S1P4-expressing cell line, agonist reporter assay; in the data active = activation above about 11%;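 also: 0% = DMSO vehicle and 100% = reference agonist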
The depositor's hits bear a star; / = no result given; & = joins results of further samples; [ ] = dose if it differs, or a comment. Some of the compounds tested; count on the stated rates, not on these rows.

Each structure is followed by: eIF4E 4G PPI | S1P4 antag | EP2 mod | NPY2 pot ag | NPY Y1 blocker | PGE2 EP2 inh | p97 inhibitor | NPY1 pot ag | S1P4 ag
(1) Clc1ccc(C2NCCc3sccc32)cc1 (stereo unspecified)
  8 | 1 | 43 | 8 | 2 | 8 | 4 | 0 | -0.4
(2) Cc1ccc(NC(=O)CSc2nnc(Cc3cccn3C)n2-c2ccc(F)cc2)cc1
  3 | 3 | -15 | 4 | -2 | 7 | 5 | 22 | 2.4
(3) NS(=O)(=O)c1ccc(CCNC(=O)c2ccc3ccccc3n2)cc1
  1 | -11 | -4 | 10 | 5 | 3 | 2 | -5 | 2.2
(4) CC(=O)N(Cc1ccccc1)c1ccc(C(=O)O)cc1
  2[fluorescence artefact?] | 2 | 9 | 8 | -2 | 9 | 3 | -2 | 4.6
(5) CC1CCCC(C)N1/N=C/c1ccc(C#N)cc1 (stereo unspecified)
  2 | -9 | 40 | 0 | -1 | 5 | 6 | 11 | 2.1
(6) O=C1CCc2cc(S(=O)(=O)N3CCN(c4cccc(C(F)(F)F)c4)CC3)ccc2N1
  -12 | -7 | -54 | -10 | 5 | 0 | -2 | -4 | -1.5
(7) COC(=O)CSc1nc2ccccc2c(=O)n1C
  0 | 2 | -19 | -26 | 5 | 5 | -3 | 13 | 1.7
(8) Cn1c(=N)c(S(=O)(=O)c2ccc(F)cc2)cc2c(=O)n3ccccc3nc21
  9 | -3 | 22 | 0 | 6 | 10 | -3 | 13 | 1.9
(9) Cc1ccc(NC(=O)c2ccccc2Br)cc1S(=O)(=O)N(C)C
  -2 | -3 | -29 | 7 | -6 | 2 | -3 | 4 | 1.0
(10) O=C(CNc1ccc2ccccc2c1)N/N=C/c1ccc(OC(=O)/C=C/c2ccco2)cc1
  7[fluorescence artefact?] | 17 | -12 | 18 | -6 | 6 | -3 | -17 | 2.1
(11) Cc1occc1C(=O)N1CCN(c2ccccc2)CC1
  2 | -11 | 28 | 2 | 0 | 8 | 4 | -7 | 0.8
(12) CCOC(=O)c1cc(C)sc1/N=C/C1C(=O)CCCC1=O
  5 | -10 | 12 | 5 | 3 | 7 | 7 | -8 | -1.8
(13) CCOC(=O)C1CCN(C(=O)Nc2ccc3nc(-c4ccco4)c(-c4ccco4)nc3c2)CC1
  44*[fluorescence artefact?] | 2 | -16 | 7 | 1 | 5 | 1 | -14 | 1.6
(14) COc1ccnc(NCc2ccc(Cl)cc2)c1C#N
  -9 | -20 | 19 | -9 | 6 | 0 | 2 | -27 | 1.4
(15) CC1CCc2c(sc(NC(=O)Cn3nc(C(=O)O)c4ccccc4c3=O)c2C#N)C1 (stereo unspecified)
  2 | 5 | 40 | -10 | / | 14 | 10 | -11 | 3.1
(16) O=[N+]([O-])c1ccc(-c2nc(NCc3ccccc3)c3ccccc3n2)cc1
  12 | -1 | 6 | -5 | -4 | 37 | -1 | -6 | 0.1
(17) Cc1ccc(-n2nc(C)c3c2OC(N)=C(C#N)C3c2ccc(C)o2)cc1 (stereo unspecified)
  2 | 0 | 13 | 13 | 0 | 15 | 2 | -40 | -1.3
(18) Cc1cc(C)c(NC(=O)CSc2nnc(-c3ccccn3)n2N)c(Cl)c1
  5 | -14 | -11 | -1 | / | 8 | 5 | 0 | 1.0
(19) COc1ccc(NC(=O)C2CCN(c3cc(-c4ccccc4)nc4ncnn34)CC2)cc1OC
  2 | -2 | -13 | 20 | -8 | 9 | 1 | 15 | 0.7
(20) CCOCCCNC(=O)Cc1ccc(OC)c(OC)c1
  -1 | -18 | 18 | -12 | -2 | 6 | 2 | -2 | 0.6
(21) CCC(=O)NC(=S)Nc1cccc(NC(=O)c2ccccc2C)c1
  0 | 1 | -39 | -2 | -3 | 5 | -3 | 1 | -0.3
(22) CCc1cc2cc(C)cc(C)c2nc1Cl
  3 | -4 | 44 | -9 | -1 | 5 | -7 | -15 | 1.2
(23) O=C(NCC1CCCO1)c1cc2ccccc2oc1=O (stereo unspecified)
  15 | -11 | 12 | -2 | -3 | 13 | -3 | -14 | 1.1
(24) Cc1ccc2c(c1)nnn2C1CCN(S(=O)(=O)c2ccc(C(=O)N(C)C)cc2)CC1
  3[fluorescence artefact?] | 5 | -10&-85 | 17 | 1 | 7&9 | 6 | -10 | -1.6
(25) O=c1cc(-c2ccccc2F)nc(-c2ccccc2F)o1
  3 | -34 | -22 | 12 | 4 | 4 | 0 | -5 | 2.8
(26) CSCCC(NC(=O)COc1ccccc1)C(=O)OCC(=O)c1cc2ccccc2o1 (stereo unspecified)
  4 | -14 | -7 | -4 | 8 | 10 | -10 | -38 | 0.5
(27) CCN(CC)S(=O)(=O)c1ccc(/C=C/C(=O)Nc2cccc(F)c2)cc1
  1 | -8 | -13 | -6 | -2 | 5 | 0 | 17 | -1.7
(28) Cc1ccc(/C=C2\SC(N3CCN(C(c4ccccc4)c4ccccc4)CC3)=NC2=O)o1
  1 | -1 | 8 | -8 | 5 | 3 | 7 | -1 | -1.6
(29) Cn1c(=O)c2c(ncn2CC(=O)N2CCN(c3ccccc3)CC2)n(C)c1=O
  0 | 1 | 8 | -2 | -2 | 7 | 4 | 11 | 4.0
(30) COc1ccc2c3c(c(=O)oc2c1OCC(=O)O)CCCC3
  0[fluorescence artefact?] | -9 | 16 | -1 | 4 | 9 | 4 | -13 | -0.1

A different layout for part of the listing above:
No.	SMILES	eIF4E 4G PPI	S1P4 antag	EP2 mod	NPY2 pot ag	NPY Y1 blocker	PGE2 EP2 inh	p97 inhibitor	NPY1 pot ag	S1P4 ag
1	Clc1ccc(C2NCCc3sccc32)cc1 (stereo unspecified)	8	1	43	8	2	8	4	0	-0.4
25	O=c1cc(-c2ccccc2F)nc(-c2ccccc2F)o1	3	-34	-22	12	4	4	0	-5	2.8

Carrying on:
Each structure is followed by: eIF4E 4G PPI | S1P4 antag | EP2 mod | NPY2 pot ag | NPY Y1 blocker | PGE2 EP2 inh | p97 inhibitor | NPY1 pot ag | S1P4 ag
(31) CC(C(=O)N1CCCCC1)N(C)CC(=O)Nc1ccc(Cl)cc1 (stereo unspecified)
  1 | 7 | -15 | 9 | -6 | 10 | -1 | 10 | 1.2
(32) CCCCn1c(N)c(N(CCC(C)C)C(=O)CSc2nnc(C)s2)c(=O)[nH]c1=O
  -8[fluorescence artefact?] | 8 | 13 | 8 | 0 | 5 | -4 | -10 | 0.2
(33) O=C(CNCC1CCCO1)Nc1ccccc1N1CCOCC1 (stereo unspecified)
  -2 | -2 | 12&1 | 3 | -1 | 1&6 | 2 | 42* | -1.3
(34) C/C=C/c1ccc(OCCCn2cncn2)c(OC)c1
  15[fluorescence artefact?] | -3 | -16 | 7 | -3 | / | 5 | 14 | -2.3
(35) Cn1c(-c2ccc(F)cc2)cnc1NCc1cccc(F)c1
  -2 | -5 | -32 | -7 | 7 | 5 | 1 | -23 | 1.1
(36) Cc1cc2c(cc1C)[n+](C)cn2CC(O)COCC1CC=CCC1 (stereo unspecified)
  0 | 4 | 0 | -17 | 5 | 5 | 6 | 6 | 0.8
(37) CCOc1ccccc1N(C(=O)CNC(=O)c1ccco1)C(C(=O)NC1CCCC1)c1cccnc1 (stereo unspecified)
  3 | -8 | 28 | -4 | -9 | 20 | 0 | -3 | 0.9
(38) CCOCN(C(=O)Cn1cnc2ccccc21)c1c(C)cccc1CC
  0 | -12 | 8 | -5 | 5 | 5 | 1 | -7 | -1.1
(39) c1ccc(COc2ccc(OCCCCN3CCCC3)cc2)cc1
  -1 | -12 | -13 | -6 | 8 | 5 | 2 | -14 | -1.4
(40) NNC(=O)C1CC(O)CN1S(=O)(=O)c1ccc(Cl)cc1 (stereo unspecified)
  1 | -19 | 2 | -10 | 3 | -1 | 2 | 2 | 1.8
(41) CSc1nc2ccc(NC(=O)c3c(F)cccc3F)cc2s1
  -1 | 4 | -45 | -12 | 4 | 13 | 0 | 1 | -0.5
(42) Cc1ccc2[nH]c(=O)c(CN(CCN3CCOCC3)C(=O)Nc3ccc(F)cc3)cc2c1
  2[fluorescence artefact?] | -7 | -11 | 6 | 2 | 17 | 2 | -15 | -0.3
(43) CCOc1ccc(Cn2nnc(C(=O)NCCc3ccc(Cl)cc3)c2N)cc1
  -3[fluorescence artefact?] | -18 | 16 | -2 | 4 | 6 | -8 | 15 | -3.8
(44) COc1ccc(N=C2C(=Nc3ccc(OC)cc3)N(c3ccc(OC)cc3)C(=S)N2C)cc1
  2 | 35* | -13 | 5 | 7 | 5 | 2 | -6 | -2.5
(45) Cc1ccc(C2CC(c3ccccc3)=NN2C(=O)CSc2nnc(-c3ccc(Cl)cc3)o2)o1 (stereo unspecified)
  -8[fluorescence artefact?] | -9 | 50 | -11 | 6 | 11 | 0 | -14 | 1.0
(46) O=c1nc2s/c(=C\c3ccc(-c4ccccc4[N+](=O)[O-])o3)c(=O)n2nc1-c1ccccc1
  8 | -32 | -7 | 7 | 9 | 6 | 4 | -29 | 1.8
(47) S=C(NCCc1cnc[nH]1)NC1CCCC1
  -2 | 9 | 7 | 10 | 2 | 4 | 6 | 10 | 0.8
(48) Cc1c(NC(=O)C2CCCN2C(=O)c2cccs2)c(=O)n(-c2ccccc2)n1C (stereo unspecified)
  7 | -34 | 18 | 6 | -4 | 9 | 2 | 0 | 2.1
(49) CCC1(C)Cc2ccccc2C(=O)N1 (stereo unspecified)
  -1 | -4 | 24 | -12 | / | 7 | 5 | 14 | 0.8
(50) C/C(=N/NS(=O)(=O)c1ccc(Br)cc1)c1ccc(C)o1
  5 | -18 | 10 | -10 | 10 | 4 | 7 | -15 | -2.4
(51) CC(=O)N(Cc1cccnc1)Cc1cc2ccc(C)cc2[nH]c1=O
  3 | 2 | 4 | 4 | -8 | 5 | 4 | 10 | -2.4
(52) Cc1cc(C)n(-c2ccc(Cl)c(C(=O)Nc3ccc(-c4nnc5n4CCCCC5)cc3)n2)n1
  6 | 1 | 10 | -10 | 6 | 7 | 0 | 3 | -1.3
(53) O=C(CSc1nnc(-c2ccccc2)o1)Nc1ccccc1F
  0[fluorescence artefact?] | -18 | 8 | -8 | 5 | 2 | 2 | -19 | -6.7
(54) COc1ccc(CCNC(=O)CO/N=C/c2cc3c(cc2Br)OCO3)cc1OC
  2 | 0 | -21 | -16 | 6 | 4 | 1 | -9 | 0.4
(55) COc1ccc(CCNc2oc(COc3ccc(F)cc3)nc2C#N)cc1
  -10[fluorescence artefact?] | 8 | -32 | -4 | 16 | 28 | -2 | -45 | -0.5
(56) CCOC(=O)C1CCN(S(=O)(=O)C(F)(F)c2nc3ccccc3s2)CC1
  3 | -8 | -13 | -4 | 2 | 18 | -8 | 8 | 1.8
(57) CCOc1ccc2[nH]c(=O)c(CN(Cc3ccccc3)C(=O)N3CCCC3)cc2c1
  4 | -3 | -5 | 4 | 3 | 2 | 3 | 11 | 0.8
(58) CCOc1ccc2[nH]c(=O)c(CN(Cc3cccs3)C(CC)c3nnnn3C(C)(C)CC)cc2c1 (stereo unspecified)
  -1[fluorescence artefact?] | -12 | 56 | 6 | -3 | 6 | 2 | 0 | 0.2
(59) CN(C)CCCCCN(C)Cc1cc2ccccc2o1
  -1 | 4 | -56&-1 | -19 | 23* | 6&5 | -3 | -35 | -1.6
